# Screening data deposited in PubChem BioAssay by National Center for Advancing Translational Sciences (NCATS).
# Integrin act MD – integrin-mediated muscular dystrophy alleviation activation | alpha7betagal myoblasts, beta-gal FDG fluorescence, 48 h | Potency, µM (titrated, usually from 38.3 µM), without a hit: at the highest dose activation, hits mostly activators | 0.064% of 350,000 active;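 note: potency is the fitted concentration of half-maximal effect; 100% = response of the positive control SU9516; nearly all actives have a fitted effect of over 60% in size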
#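 Alpha7betagal+/- myoblasts (passage 13) were plated 16-24 hr, then exposed to compounds (1:260 dilution of DMSO stock) for 48 hours at 37C. After MPER lysis, β-galactosidase reporter activity was read as FDG fluorescence (ex 480/em 540) after 30 minutes.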
# TRPV1 agonist – human TRPV1 agonism | TRPV1-expressing cells, Fluo-8 calcium influx, agonist mode | AID 540275 | 0.19% of 320,000 active | activation, % at 8.33 µM; in the data active = activation above about 80%; inconclusive = between about 30% and that limit; note: 0% is about no effect
#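 Fluo-8 calcium influx in TRPV1-expressing cells, kinetic read (ex 480/em 520 nm). Compound added and read 3 min for agonist activity, followed by capsaicin at EC20 final and 2 min further read for enhancement.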
# AT treatment – potential ataxia-telangiectasia treatments restoring KAP-1 phosphorylation; […] A-T fibroblasts, KAP-1 phosphorylation AlphaLISA; neocarzinostatin DNA damage 30 min before lysis; Potency, µM (top dose mostly 57.5 µM), for the others: at the highest dose activation, most hits filed as activators; 0.19% of 320,000 active; AID 485349; note: potency is the fitted concentration of half-maximal effect; % of control where 0% means no effect; nearly all actives have a fitted effect of over 45% in size
#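 hTERT-immortalized A-T patient fibroblasts ([…]), 500 cells/well in OPTI-MEM, 1% FBS, got compounds for 60 min, then NCS for 30 min at 37C. Lysates were then assayed for phospho-KAP-1 by AlphaLISA (anti-pKAP1 donor, anti-KAP1 acceptor beads), 6 hr at 25C.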
# KCNH2 WT inh – blocks the wildtype human KCNH2 potassium channel; 0.37% of 340,000 active; U2OS, BacMam KCNH2, thallium flux FluxOr; hits give low values; Q12809; activity change, % at 1.84 µM; AID 720551;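 active = maximum activity change below -70%; inconclusive = maximum activity change between -70% and -50%; inactive = maximum activity change above -50%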; note: % is set by controls: 0 for no effect and ±100 for the full control effect
#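 U2OS cells transduced with wild-type KCNH2 virus are loaded with FluxOr dye for 45 min, and thallium flux is measured in kinetic reads before and after stimulation buffer. Rate constants are normalized to DMSO controls.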
# GALK inh – galactokinase (human) inhibition; P51570; Purified GALK, Kinase-Glo residual ATP luminescence; Potency, µM (titrated, usually from 57.5 µM), inactives show at the highest dose activity change, negative = inhibition, actives largely listed as inhibitors; 0.007% of 270,000 active; note: potency is the fitted concentration of half-maximal effect; % is set by controls: 0 for no effect and ±100 for the full control effect
# Target sequence (P51570 whole entry, looked up): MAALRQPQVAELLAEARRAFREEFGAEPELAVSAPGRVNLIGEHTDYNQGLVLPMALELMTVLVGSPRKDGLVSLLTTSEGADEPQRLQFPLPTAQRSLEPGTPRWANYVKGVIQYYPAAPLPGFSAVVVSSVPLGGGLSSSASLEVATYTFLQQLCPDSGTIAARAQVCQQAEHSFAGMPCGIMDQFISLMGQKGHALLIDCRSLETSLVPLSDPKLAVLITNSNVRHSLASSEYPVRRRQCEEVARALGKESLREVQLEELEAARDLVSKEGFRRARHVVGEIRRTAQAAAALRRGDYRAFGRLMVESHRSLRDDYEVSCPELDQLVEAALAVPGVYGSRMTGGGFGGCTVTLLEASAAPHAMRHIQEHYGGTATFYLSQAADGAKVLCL
#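 Compounds were pin-transferred into ATP buffer (35 uM final), then GALK plus galactose (5 nM, 100 uM final) was added. After 1 h at room temperature, Kinase-Glo Plus was added and luminescence read after 10 min.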
# Coupling enz – counter-screen for Giardia aldolase inhibitors: coupling enzyme system | coupling enzyme system counterscreen, AmpLite Red fluorescence | activity change, negative = inhibition, % at 58.2 µM, hits read low | 0.67% of 290,000 active | AID 2472; in the data active = activity change below about -30%; note: % is set by controls: 0 for no effect and ±100 for the full control effect
#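 Counterscreen of the coupled detection system alone, without aldolase: glyceraldehyde-3-phosphate coupling enzymes plus AmpLite Red readout. Compounds at 57.5 uM final, 10 min RT preincubation, 20 min RT reaction, fluorescence 525/598 nm.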
# KCNH2 3.1 block – inhibitors of human KCNH2 3.1 potassium channel isoform; AID 720553; activity change, % (tested at about 1.8 µM); 0.95% of 340,000 active; U2OS KCNH2 3.1, thallium flux FluxOr; hits give low values;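 active = maximum activity change below -70%; inconclusive = maximum activity change from -70% to -50%; inactive = maximum activity change above -50%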;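 note: thallium influx rate constant from kinetic fluorescence after stimulation buffer; % is set by controls: 0 for no effect and ±100 for the full control effect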
#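 Thallium flux read-out: FluxOr dye with Red40 quencher in HBSS/HEPES, 45 min at RT. Rate constants from kinetic reads were normalized to positive and negative DMSO controls. Cells: U2OS virally expressing the 3.1 isoform.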
# S-ASM inh – human S-ASM enzyme inhibition. P17405. placental ASM, HMU-PC fluorogenic substrate, 60 min. Potency, µM (titrated, usually from 57.5 µM), for the others: at the highest dose activity change, negative = inhibition, most hits filed as inhibitors. 0.006% of 340,000 active. AID 504937; note: potency is the fitted concentration of half-maximal effect
#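 HMU-PC0 cleavage (9 uM final) by human placental ASM, 60 min at 37 °C following 10 min compound exposure at RT; stopped at pH 10, fluorescence Ex 386/Em 447 nm.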
# MLL CXXC-DNA inh – inhibitors of human MLL CXXC domain-DNA interaction | Q03164 | MLL-CXXC / FITC-HOXA9 DNA fluorescence polarization | Potency, µM (highest dose often 115 µM), for the others: at the top dose activity change, negative = inhibition, hits mostly inhibitors | 0.037% of 290,000 active | AID 2662; active = well fitted inhibition curve with a large enough effect in the polarisation, with a control signal flat, not every such curve was filed as active; inconclusive = small, poorly fitted or top-dose-only effect, or effect the other way, or a change in a side signal; inactive = no such curve, though single readings can be large or run the other way; the % refers to the polarisation; note: potency is the fitted concentration of half-maximal effect
#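 Fluorescence polarization: 7 uM MLL-CXXC (stock) preincubated 5 min with compounds, then 50 nM fluorescein-HOX-A9 DNA (stock) added; 30 min ambient. Buffer 50 mM Tris-HCl pH 7.5, 50 mM NaCl, 1 mM DTT, 0.05% BSA.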
# MBNL1-CUG inh – MBNL1-poly(CUG) RNA binding inhibition. 0.036% of 280,000 active. TR-FRET MBNL1-His/biotin-(CUG)12 binding, 665/545 ratio. Potency, µM (titrated, usually from 57.5 µM), without a hit: at the top dose activity change, negative = inhibition, actives largely listed as inhibitors. Q9NR56. AID 2675; active = well fitted inhibition curve with a large enough effect in the signal ratio, with a control signal flat, not every such curve was filed as active; inconclusive = small, poorly fitted or top-dose-only effect, or effect the other way, or a change in a side signal; inactive = no such curve, though single readings can be large or run the other way; the % refers to the signal ratio; note: potency is the fitted concentration of half-maximal effect; % is set by controls: 0 for no effect and ±100 for the full control effect
# Target sequence (Q9NR56 whole entry, looked up): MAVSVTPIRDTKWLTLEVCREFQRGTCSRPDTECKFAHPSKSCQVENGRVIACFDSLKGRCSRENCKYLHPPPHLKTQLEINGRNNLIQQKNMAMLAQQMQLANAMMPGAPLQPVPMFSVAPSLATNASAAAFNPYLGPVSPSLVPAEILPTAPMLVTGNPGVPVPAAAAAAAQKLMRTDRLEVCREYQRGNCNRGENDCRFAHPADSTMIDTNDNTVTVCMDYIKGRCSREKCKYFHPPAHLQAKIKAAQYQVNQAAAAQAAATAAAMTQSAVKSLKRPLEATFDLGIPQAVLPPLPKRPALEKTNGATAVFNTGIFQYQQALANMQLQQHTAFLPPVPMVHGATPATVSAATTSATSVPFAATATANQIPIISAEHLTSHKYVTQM
#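 Ratiometric TR-FRET (665 over 545 nm, excitation 340 nm) tracks disruption of MBNL1-His/biotin-(CUG)12 complex after 60 min at room temperature, with compounds at 92 nM to 58 uM final.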
# An asterisk follows results filed as active; i = inactive; ? = inconclusive; nt = not tested or not shown; & = joins results of further samples; [ ] = dose if it differs, or a comment. Unless noted, calls come from the whole dose curve; as a rule, active = well fitted curve in the direction sought with a large enough effect; inconclusive = small, poorly fitted or top-dose-only effect, or another doubt; inactive = no such curve, though single readings can be large; an effect the other way counts as inactive or inconclusive. Hits appear at their usual frequency. About 2% of those tested had a hit in this group.
SMILES,Integrin act MD,TRPV1 agonist,AT treatment,KCNH2 WT inh,GALK inh,Coupling enz,KCNH2 3.1 block,S-ASM inh,MLL CXXC-DNA inh,MBNL1-CUG inh
CC(C)NC1CS(=O)(=O)CC1O (stereo not drawn),-9%,-5,2%,2,1%,0,-10,-1%,0%,-8%
Cc1cc(=S)cc(C)n1CCO,12%,0,-1%,-10,nt,0,nt,1%,1%,5%[11.5 µM]
Cc1nn(C)c(C)c1CCC(=O)N1CCCC(N2CCN(c3ccc(F)cc3)CC2)C1 (stereo not drawn),?,1,1%,0,-4%,-3,11,2%,-3%,-9%
CCc1sc(C(=O)Nc2ncccc2O)cc1C,-2%,22,15%,-2,-4%,nt,10,4%,-1%,21%
COCc1cc(C)nc(SCC[N+](C)(C)CC(=O)Nc2ccccc2)c1C#N,-1%,1,-6%,1,6%,-1,-1,-5%,7%,-5%
CC(Oc1ccccc1)C(=O)N1CCC2(CC1)CC(=O)c1ccccc1O2 (stereo not drawn),14%,?,0%,24,nt,nt,-8,1%,nt,nt
CCn1cnc2sc(C(=O)N3CCN(Cc4ccc5c(c4)OCO5)CC3)c(C)c2c1=O,nt,-1,-8%,nt,0%,0,nt,nt,13%,0%
O=C(Cn1cc2c(n1)CCCC2)NCC1CCCO1 (stereo not drawn),5%,-3,13%,-5,3%,1,4,4%,-23%,-8%
CC(=O)NCC(=O)N1CCCC(C(=O)c2ccc(Oc3ccccc3)cc2)C1 (stereo not drawn),1%,-5,-5%,20,2%,2,8,-4%,-1%,-4%
CC1CC(C)CN(C(=O)C2CC(=O)N(c3ccc4c(c3)OCCO4)C2)C1 (stereo not drawn),18%,-2,16%,4,nt,nt,4,2%,nt,nt
COc1cc(C2Nc3ccccc3C(=O)N2c2ccc(Cl)cc2)c(Cl)cc1OCC(=O)O (stereo not drawn),26%,0,4%,0,nt,10,-4,294%[activator],8%,6%[11.5 µM]
COc1ccc(C#Cc2c(-c3ccsc3)oc3ccc(-c4cc(OC)c(OC)c(OC)c4)cc23)cc1,40%,nt,nt,-11,nt,nt,4,65%[activator],nt,nt
CCOC(=O)c1ccc(NC(=O)c2nc[nH]c2C(=O)N2CCC(C)CC2)cc1,-14%,8,5%,-2,1%,-2,6,-7%,-13%,3%
O=C(NCc1ccccc1)C1CCC(CNc2c(N3CCCCC3)c(=O)c2=O)CC1 (stereo not drawn),2%,1,5%,19,nt,5,10,2%,1%,-19%
COc1ccccc1CCNC(=O)C(=O)NCC1OCCCN1S(=O)(=O)c1ccc(F)cc1C (stereo not drawn),-29%,2,17%,12,4%,nt,-10,-1%,-1%,0%
O=C(COC(=O)c1cc(S(=O)(=O)N2CCOCC2)ccc1F)NC1CCCCC1,9%,-1,-14%,26,nt,nt,-6,6%,nt,nt
CCC(C)N(C(=O)c1csnn1)C(C(=O)NCc1ccc(F)cc1)c1ccccc1 (stereo not drawn),-16%,7,-3%,-8,2%,0,15,0%,-1%,-2%
COCCNS(=O)(=O)c1cc(C(=O)O)ccc1OC,-4%,0,1%,2,0%,1,1,1%,-3%,-1%
CCOc1ccc(C2NC(=O)c3ccccc3O2)cc1 (stereo not drawn),7%,-4,1%,-9,0%,3,8,-2%,-25%,11%
Cc1ccc(N(C(=O)c2csnn2)C(C(=O)NC2CCCCC2)c2cccnc2)c(C)c1 (stereo not drawn),0%,-1,0%,4,-3%,-1,-21,2%,30%[activator],2%

# Grouped by structure: the entries above containing a COOH group
SMILES,Integrin act MD,TRPV1 agonist,AT treatment,KCNH2 WT inh,GALK inh,Coupling enz,KCNH2 3.1 block,S-ASM inh,MLL CXXC-DNA inh,MBNL1-CUG inh
COc1cc(C2Nc3ccccc3C(=O)N2c2ccc(Cl)cc2)c(Cl)cc1OCC(=O)O (stereo not drawn),26%,0,4%,0,nt,10,-4,294%[activator],8%,6%[11.5 µM]
COCCNS(=O)(=O)c1cc(C(=O)O)ccc1OC,-4%,0,1%,2,0%,1,1,1%,-3%,-1%

# Entries of single compounds, looked up by structure. Order of values: Integrin act MD | TRPV1 agonist | AT treatment | KCNH2 WT inh | GALK inh | Coupling enz | KCNH2 3.1 block | S-ASM inh | MLL CXXC-DNA inh | MBNL1-CUG inh
# CC(=O)NCC(=O)N1CCCC(C(=O)c2ccc(Oc3ccccc3)cc2)C1 (stereo not drawn) across the screens: 1% | -5 | -5% | 20 | 2% | 2 | 8 | -4% | -1% | -4%
# CC1CC(C)CN(C(=O)C2CC(=O)N(c3ccc4c(c3)OCCO4)C2)C1 (stereo not drawn) across the screens: 18% | -2 | 16% | 4 | nt | nt | 4 | 2% | nt | nt

# Ordered by value in MBNL1-CUG inh (low to high): five from the list above
mol | Integrin act MD | TRPV1 agonist | GALK inh | S-ASM inh | MLL CXXC-DNA inh | MBNL1-CUG inh
O=C(NCc1ccccc1)C1CCC(CNc2c(N3CCCCC3)c(=O)c2=O)CC1 (stereo not drawn) | 2% | 1 | nt | 2% | 1% | -19%
COCCNS(=O)(=O)c1cc(C(=O)O)ccc1OC | -4% | 0 | 0% | 1% | -3% | -1%
CCn1cnc2sc(C(=O)N3CCN(Cc4ccc5c(c4)OCO5)CC3)c(C)c2c1=O | nt | -1 | 0% | nt | 13% | 0%
CCOC(=O)c1ccc(NC(=O)c2nc[nH]c2C(=O)N2CCC(C)CC2)cc1 | -14% | 8 | 1% | -7% | -13% | 3%
CCOc1ccc(C2NC(=O)c3ccccc3O2)cc1 (stereo not drawn) | 7% | -4 | 0% | -2% | -25% | 11%

# The list continues:
SMILES,Integrin act MD,TRPV1 agonist,AT treatment,KCNH2 WT inh,GALK inh,Coupling enz,KCNH2 3.1 block,S-ASM inh,MLL CXXC-DNA inh,MBNL1-CUG inh
Cc1csc(NC(=O)CSc2nnc(C)c(=O)n2N)n1,-9%,-1,4%,-22,3%,4,-4,2%,-16%,-18%
Cc1ccc2nc(C)c(C(=O)N/N=C/c3ccc(N4CCOCC4)cc3)cc2c1,-3%,2,0%,-7,nt,-1,-2,-1%,9%,?
CC(=O)c1ccc(N(CC(=O)NC2CCS(=O)(=O)C2)S(=O)(=O)c2ccc(C)cc2)cc1 (stereo not drawn),-4%,nt,-2%,-2,nt,nt,-1,1%,nt,nt
c1csc(COc2ccccc2CNC2CCCCC2)c1,-39%,1,1%,9,2%,-2,5,4%,-1%,-15%
CCCC(=O)OCC(=O)Nc1ccc2c(c1)OCO2,-11%,9,-8%,-1,1%,1,-1,1%,-5%,-3%
CC1(C)CC(NC(=O)COc2ccccc2Cl)CC(C)(C)N1,-9%,0,2%,nt,3%,3,4,3%,6%,-14%
O=C(O)c1ccc(CNCc2ccccc2F)cc1,30%,-4,-1%[11.5 µM],5,5%,-12,27,-2%,-1%,1%
CCSc1nc(O)cc(=O)n1-c1ccc(OC)cc1,-3%[7.66 µM],1,4%,20,1%,-3,8,-2%,-2%,3%
COc1ccc(C)cc1S(=O)(=O)N(CC(=O)Nc1ccc2c(c1)OCCO2)Cc1ccccc1,-26%,21,nt,5,5%,1,0,-1%,-1%,-6%
CCN1CCN(/C=N/c2nc3c(s2)CCCC3)CC1,-10%,0,2%,1,2%,0,2,-1%,0%,-8%
COc1ccc(CCNC(=O)c2ccc([N+](=O)[O-])cc2)cc1,9%,?,0%,-2,-2%,1,-5,1%,-5%,nt
COc1ccc(C(=O)NCc2c(C)oc(C)c2C(=O)O)cc1,5%,-1,-4%,-2,-2%,-2,-6,3%,-1%,-20%
COc1ccccc1CNC(=O)c1sccc1C,-10%,7,10%,-4,-2%,2,14,4%,2%,-7%
Cc1c(Cc2ccccc2)c(=O)oc2cc(OCC(=O)N3CCC(C(N)=O)CC3)ccc12,24%,-1,-3%,3,nt,0,2,4%,3%,14%
Oc1ccc(N=Nc2ccccc2-c2nn[nH]n2)c(O)c1,3%,-2,-28%,-1,-13%,2,-7,14%,?,?
CCc1cc(=O)oc2cc(OC(=O)CN3C(=O)NC4(CCCC4)C3=O)ccc12,30%,-3,1%,4,-6%,nt,2,i,6%,11%
Cc1cc(C(=O)N2CCCC(N3CCN(c4ccc(F)cc4)CC3)C2)c(C)o1 (stereo not drawn),-21%,1,1%,13,2%,1,-3,2%,16%,6%
CCOC(=O)c1nc2sc3c(c2c(=O)[nH]1)CCCC3,16%,-1&2,9%&3%,-13,4%,-1&0,-17,409%[activator],0%&2%,?
